mcGAS inh – inhibitors of mouse cGAS | Q8C6L5 | recombinant cGAS, Kinase-Glo ATP depletion luminescence | inhibition, % at 12.5 µM | hit rate 0.15% among 160,000 | AID 1259399;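 further: 0% = negative control wells and 100% = reference inhibitor with no enzyme activity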
NPYLR7 agonist – mosquito NPYLR7 agonism; HEK293T NPYLR7/Galpha15, GCaMP6s calcium fluorescence; activation, % at 10 µM; AID 1259423; hit rate 0.15% among 270,000; in the data active means activation above about 40%;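 further: 0% = vehicle and 100% = reference agonist at the receptor; some compounds past the cut are filed as inactive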
hcGAS lum – inhibitors of human cGAS; inhibition, % at 12.5 µM; hit rate 0.081% among 290,000; Q8N884; recombinant h-cGAS, ATP depletion, Kinase-Glo luminescence;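 further: 0% = vehicle reaction and 100% = reaction without DNA for no activity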
Target sequence (Q8N884 whole entry, looked up): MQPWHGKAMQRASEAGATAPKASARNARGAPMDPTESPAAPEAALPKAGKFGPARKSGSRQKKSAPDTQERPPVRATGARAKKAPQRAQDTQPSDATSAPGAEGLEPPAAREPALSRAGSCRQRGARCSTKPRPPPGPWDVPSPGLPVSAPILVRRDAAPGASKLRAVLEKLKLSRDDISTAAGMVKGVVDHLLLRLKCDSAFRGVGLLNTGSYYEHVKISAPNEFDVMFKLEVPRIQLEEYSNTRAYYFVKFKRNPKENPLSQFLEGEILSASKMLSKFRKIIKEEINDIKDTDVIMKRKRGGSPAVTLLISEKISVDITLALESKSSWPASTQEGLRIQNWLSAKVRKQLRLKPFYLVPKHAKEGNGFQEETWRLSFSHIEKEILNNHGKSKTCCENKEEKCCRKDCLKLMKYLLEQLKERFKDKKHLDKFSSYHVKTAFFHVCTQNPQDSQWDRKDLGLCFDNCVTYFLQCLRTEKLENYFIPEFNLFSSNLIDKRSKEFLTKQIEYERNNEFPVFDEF
Starred values were filed as active, the others as inactive; & = joins results of further samples. Unless noted, no stated cut-off is given here; in the data, active means inhibition above about 40%; inactive means the rest. Compounds as they come; 0.26% or so of the library scored in one or more.

Results for COc1ccc(OC)c(-c2nc(CN(Cc3cnn(C)c3)C(C)C)c(C)o2)c1 ?
mcGAS inh: -10; NPYLR7 agonist: 0&14; hcGAS lum: 4&-8

What do the screens show for `O=C(c1cc(F)cc(F)c1)N(Cc1cccc(Cl)c1)Cc1nc2cc(Cl)ccc2o1`?
mcGAS inh: -5; NPYLR7 agonist: -4; hcGAS lum: -6

What do the screens show for `Cc1cc(C)n(-c2nc3c(c(=O)n2CC(=O)Nc2ccc(F)cc2F)CCCC3)n1`?
mcGAS inh: -7; NPYLR7 agonist: -5; hcGAS lum: -4

What do the screens show for `CCCc1nc(N2CCCN(C(=O)NCc3ccccc3)CC2)c2c(-c3ccccc3)noc2n1`?
mcGAS inh: -5; NPYLR7 agonist: 20; hcGAS lum: -2

What do the screens show for `CCn1nccc1NC(=O)C1(C)CCN1C(=O)Cc1ccc(C(C)C)cc1` (centres undefined)?
mcGAS inh: -6; NPYLR7 agonist: 0; hcGAS lum: -6

What do the screens show for `O=c1[nH]nc(CCn2ccnc2-c2cc3c(cc2Cl)OCO3)[nH]1`?
mcGAS inh: -12; hcGAS lum: -6

Results for Fc1ccc2nc3c(nc2c1)c1cc(F)ccc1n3Cc1ccccn1 ?
NPYLR7 agonist: 0; hcGAS lum: -6

How did CC1(Cc2ccc(Cl)cc2)C(=O)Nc2ccc(-c3cccnc3)cc21 (centres undefined) do in these assays?
mcGAS inh: -3; NPYLR7 agonist: 0; hcGAS lum: -1

What do the screens show for `O=C(Nc1cccc(C(F)(F)F)c1)N1CCSC1c1ccc(F)cc1` (centres undefined)?
mcGAS inh: -3; NPYLR7 agonist: -6; hcGAS lum: -4

Results for CCC(C)N(Cc1ccncc1)C(=O)c1c(F)cc(OC)cc1F (centres undefined) ?
mcGAS inh: -16; NPYLR7 agonist: -5; hcGAS lum: -6

Results for Fc1ccccc1CNc1cc(-c2ccccc2)c2cc3c(cc2n1)OCCO3 ?
NPYLR7 agonist: -19; hcGAS lum: 14

Results for COc1ccc2c(c1)CN(C(=O)c1ccccc1O)CC2 ?
NPYLR7 agonist: 5; hcGAS lum: -5

How did COC(=O)c1ccc(N(N=C2Sc3ccccc3C2=O)C(C)=O)cc1 do in these assays?
mcGAS inh: -9; NPYLR7 agonist: -3; hcGAS lum: -8

Results for CCSc1nnc(N2C(=O)c3ccc(Oc4ccc([N+](=O)[O-])cc4)cc3C2=O)s1 ?
mcGAS inh: -7; NPYLR7 agonist: -4; hcGAS lum: 0

Results for CN1CCN(C(=O)c2coc(COc3ccc(F)cc3)n2)CC1 ?
NPYLR7 agonist: 6; hcGAS lum: -4

What do the screens show for `COc1cc2c(cc1OC)C(c1ccccc1)N(C(=O)c1c(F)cccc1F)CC2` (centres undefined)?
mcGAS inh: -5; NPYLR7 agonist: 15; hcGAS lum: -3

Results for Cc1ccc(F)c(S(=O)(=O)NC(=O)C2(C)CCN2C(=O)Cc2ccc(C(C)C)cc2)c1 (centres undefined) ?
NPYLR7 agonist: 6; hcGAS lum: 4

Results for CC1=C(C(=O)OCC(C)C)C(c2cccc(NC(=O)c3ccccc3Br)c2)NC(=S)N1C (centres undefined) ?
mcGAS inh: -6; NPYLR7 agonist: 15; hcGAS lum: -2

What do the screens show for `CCCCC(=O)NCCN1CCn2cc(OC)c(=O)cc2C1=O`?
NPYLR7 agonist: 18; hcGAS lum: -2

Results for CCN1C(=Cc2cc(C)[n+](C3CCCCC3)c(C)c2)Sc2ccccc21 ?
NPYLR7 agonist: 266*; hcGAS lum: 1

How did CCCN(CCC)S(=O)(=O)c1ccc(C(=O)Nc2nnc(CC)s2)cc1 do in these assays?
mcGAS inh: -6; NPYLR7 agonist: -19; hcGAS lum: -7

Results for Cc1cccc(Oc2cc(N3CCN(c4cc(Cl)ccc4C)CC3)ncn2)c1 ?
mcGAS inh: -9; NPYLR7 agonist: 17; hcGAS lum: -4

Results for Brc1ccc(C=NN2CCN(c3ccccc3)CC2)s1 ?
NPYLR7 agonist: 7; hcGAS lum: -18

How did Cc1nc(-c2ccc(C(=O)OCc3ccccn3)cc2)n[nH]1 do in these assays?
mcGAS inh: -7; NPYLR7 agonist: 22; hcGAS lum: -3

How did CCOCCCN(CC(=O)N(Cc1cccn1Cc1ccc(F)cc1)C1CCCCC1)C(=O)c1cccc([N+](=O)[O-])c1 do in these assays?
mcGAS inh: 10; NPYLR7 agonist: -5; hcGAS lum: -3

What do the screens show for `Cc1cccnc1C(C)NC(=O)CSc1nc2ccccc2c(=O)[nH]1` (centres undefined)?
mcGAS inh: -13; NPYLR7 agonist: 16; hcGAS lum: -2

What do the screens show for `CCCCc1ncc(CN2CCC(CCC(=O)Nc3ccc(OC)cc3OC)CC2)[nH]1`?
NPYLR7 agonist: 11; hcGAS lum: -8

Results for CCC(NC(=O)c1csc(C2CC2)n1)C1CN(Cc2ccccc2)CCO1 (centres undefined) ?
NPYLR7 agonist: 3; hcGAS lum: -12

How did NC(=O)c1ccc(C(F)(F)F)n(Cc2ccc3c(c2)OCCO3)c1=O do in these assays?
mcGAS inh: 1; NPYLR7 agonist: 5; hcGAS lum: 4

What do the screens show for `O[C@@H]1CN(Cc2ccc3c(c2)CCO3)CC[C@H]1c1ccc(F)cc1`?
mcGAS inh: 1; NPYLR7 agonist: 1; hcGAS lum: 0

Results for CNC(=O)c1cnc(/C=C/c2cnc3cc(C)ccn23)s1 ?
NPYLR7 agonist: 10; hcGAS lum: -2

Results for CC(=O)N(Cc1noc(C)n1)C1CCN(CCn2nc(C)cc2C)C1 (centres undefined) ?
mcGAS inh: -17; NPYLR7 agonist: 3; hcGAS lum: -6

Results for COc1ccc(C2C3=C(CC(C)(C)CC3=O)OC3=C2C(=O)CC(C)(C)C3)cc1 ?
mcGAS inh: -6; NPYLR7 agonist: -2; hcGAS lum: -6

How did CCOC(=O)c1cc(-c2cccc(NC(=O)c3cccc(C#N)c3)c2)n(-c2ccc(OC)cc2)n1 do in these assays?
mcGAS inh: -4; NPYLR7 agonist: 23; hcGAS lum: -2

Results for O=c1nc(SCc2ccc(F)cc2)c2c(n1CC1CCCO1)CCCC2 (centres undefined) ?
mcGAS inh: -9; NPYLR7 agonist: -5; hcGAS lum: -9

What do the screens show for `Cc1noc(C)c1CCC(=O)NCc1ccccc1F`?
NPYLR7 agonist: 0; hcGAS lum: -17

Results for N#Cc1ccc(NC(=O)Cn2cnc3sc4c(c3c2=O)CCCC4)cc1 ?
NPYLR7 agonist: 4; hcGAS lum: -6

Results for OCC1(CCc2ccccc2)CCN(Cc2ccc(OC(F)F)cc2)CC1 ?
NPYLR7 agonist: 8; hcGAS lum: -5&-5

What do the screens show for `Cc1ccc(C2CCCN2C(=O)C2CCN(C(=O)OC(C)(C)C)C2)o1` (centres undefined)?
NPYLR7 agonist: 3; hcGAS lum: -10

How did CC(C)CNC(=O)NC(=O)CSc1ncnc2sc3c(c12)CCC3 do in these assays?
NPYLR7 agonist: -2; hcGAS lum: -3

How did COc1ccc2c(Cl)c(C(=O)n3cnc4ccccc43)sc2c1 do in these assays?
mcGAS inh: 2; NPYLR7 agonist: 7; hcGAS lum: 2

What do the screens show for `Cc1[nH]cnc1-c1nccn1CC1Cc2ccccc2CN1C` (centres undefined)?
mcGAS inh: -13; NPYLR7 agonist: 2; hcGAS lum: -6

Results for CC(C)c1ccc(-c2nn3nnc4ccccc4c3nc2=O)cc1 ?
mcGAS inh: -4; NPYLR7 agonist: -3; hcGAS lum: 4

Results for Cn1c(N)c(C(=O)COC(=O)CCS(=O)(=O)c2ccccc2)c(=O)n(C)c1=O ?
NPYLR7 agonist: 2; hcGAS lum: -5

What do the screens show for `COC(C)c1nc(CSc2cn[nH]n2)cs1` (centres undefined)?
NPYLR7 agonist: -3; hcGAS lum: -16

Compounds from the list above that have a CF3 group:
What do the screens show for `O=C(Nc1cccc(C(F)(F)F)c1)N1CCSC1c1ccc(F)cc1` (centres undefined)?
mcGAS inh: -3; NPYLR7 agonist: -6; hcGAS lum: -4

How did NC(=O)c1ccc(C(F)(F)F)n(Cc2ccc3c(c2)OCCO3)c1=O do in these assays?
mcGAS inh: 1; NPYLR7 agonist: 5; hcGAS lum: 4

The list goes on:
Results for CCCC(=O)OCC(O)CN(CCC(C)C)Cc1c(-c2ccccc2F)noc1N1CCOCC1 (centres undefined) ?
mcGAS inh: -9; NPYLR7 agonist: 29; hcGAS lum: -8

What do the screens show for `C=Cc1ccc(CC2(C)C(=O)Nc3cccc(Cl)c32)cc1` (centres undefined)?
mcGAS inh: -1; NPYLR7 agonist: 1; hcGAS lum: 2

How did CC(O)CN(Cc1ccccc1)CC1CC(c2ccc(Cl)cc2)=NO1 (centres undefined) do in these assays?
mcGAS inh: -5; NPYLR7 agonist: -3; hcGAS lum: -4

How did CC(Cn1cccn1)C(=O)N1CCC(CCC(=O)Nc2ccc3c(c2)OCCO3)CC1 (centres undefined) do in these assays?
NPYLR7 agonist: 8; hcGAS lum: -13

What do the screens show for `Cn1nc(C(C)(C)C)cc1Nc1cc2c(cn1)nc(-c1ccco1)n2C`?
mcGAS inh: -6; NPYLR7 agonist: 1; hcGAS lum: -6

How did CS(=O)(=O)NC1CCN(C2CCc3c(Cl)cccc32)CC1 (centres undefined) do in these assays?
NPYLR7 agonist: -20; hcGAS lum: -16

How did CC(C)(C)C(=O)NCC1CN(c2ccc3c(c2)OCO3)C(=O)O1 (centres undefined) do in these assays?
NPYLR7 agonist: 3; hcGAS lum: -5

Results for C=CCn1nc(C)c(-c2c(-c3ccccc3)ncn2Cc2ccccn2)c1C ?
mcGAS inh: -13; NPYLR7 agonist: 3; hcGAS lum: -5

How did Cc1ccc(CNC(=O)Nc2cn(C)c3ccccc23)cc1 do in these assays?
mcGAS inh: -11; NPYLR7 agonist: 3; hcGAS lum: -8

Results for CCN=c1scc(-c2ccc(C)cc2)n1N=Cc1ccc2c(c1)OCO2 ?
NPYLR7 agonist: -7; hcGAS lum: 0

How did CN(CC1Cc2ccccc2O1)C(=O)c1cn(-c2ccccc2)nn1 (centres undefined) do in these assays?
NPYLR7 agonist: -17; hcGAS lum: 0

Results for O=C(Nc1cc(C(F)(F)F)ccc1N1CCCC1)c1ccn[nH]1 ?
NPYLR7 agonist: -2; hcGAS lum: -5

What do the screens show for `CN(CC1CCCN1C)c1nc2c(c(=O)[nH]1)CCNCC2` (centres undefined)?
mcGAS inh: -1; hcGAS lum: 1

How did CC(C)N(Cc1ccc2c(c1)OCO2)Cc1nc(C(=O)N2CCOCC2)co1 do in these assays?
mcGAS inh: -5; NPYLR7 agonist: 15; hcGAS lum: -6

What do the screens show for `Cc1nc(CN2CCN(c3nc4nonc4nc3NC3CCCC3)CC2)cs1`?
NPYLR7 agonist: 3; hcGAS lum: -5

What do the screens show for `Cc1cc(Oc2cnn(C)c(=O)c2Nc2cccc(C(=O)NCCc3ccccn3)c2)ccc1Cl`?
mcGAS inh: 1; NPYLR7 agonist: -6; hcGAS lum: 0

What do the screens show for `COc1cc(/C=N\NC(=O)COc2cccc3cccnc23)ccc1Oc1ccc([N+](=O)[O-])cc1[N+](=O)[O-]`?
mcGAS inh: -4; NPYLR7 agonist: -9; hcGAS lum: -5

How did O=C1CN(c2ccc(C(=O)N3CCCN(c4ncccn4)CC3)cn2)CCN1 do in these assays?
NPYLR7 agonist: -1; hcGAS lum: -2

Results for O=C(Nc1sc2c(c1C(=O)NCC1CCCO1)CCCC2)c1ccccc1[N+](=O)[O-] (centres undefined) ?
mcGAS inh: -6; NPYLR7 agonist: 2; hcGAS lum: 0

What do the screens show for `CCc1cc(NCCc2nncn2CC)nc(N2CCOCC2)n1`?
mcGAS inh: -8; NPYLR7 agonist: 0; hcGAS lum: -2

What do the screens show for `C=CCOc1cccc(C2c3c(oc4ccc(C)cc4c3=O)C(=O)N2c2nc(C)cs2)c1` (centres undefined)?
NPYLR7 agonist: 5; hcGAS lum: -6

Results for O=C1c2cccnc2O[C@@H](COCc2ccccc2)CN1CC1CC1 ?
mcGAS inh: -7; NPYLR7 agonist: -3; hcGAS lum: -6

How did CCOc1ccccc1Oc1ccccc1C(=O)N(C)CC#N do in these assays?
NPYLR7 agonist: 5; hcGAS lum: -13

How did COCCOc1nc(-c2ccc(C)cc2)n(-c2ccc(NC(=O)C(c3ccccc3)c3ccccc3)cc2)n1 do in these assays?
mcGAS inh: -7; NPYLR7 agonist: 0; hcGAS lum: -17

How did CCN1C(=S)NC(c2ccc(NC(=O)Nc3ccccc3OC)cc2)C(C(=O)OCC(C)C)=C1C (centres undefined) do in these assays?
mcGAS inh: 0; NPYLR7 agonist: -2; hcGAS lum: 1

How did COC(=O)C(Cc1c[nH]c2ccccc12)N=Cc1c(O)n(-c2ccccc2Cl)c(=O)[nH]c1=O (centres undefined) do in these assays?
NPYLR7 agonist: 39; hcGAS lum: 0

Six compounds from above, arranged by molar mass, falling.
How did COCCOc1nc(-c2ccc(C)cc2)n(-c2ccc(NC(=O)C(c3ccccc3)c3ccccc3)cc2)n1 do in these assays?
mcGAS inh: -7; NPYLR7 agonist: 0; hcGAS lum: -17

What do the screens show for `C=CCOc1cccc(C2c3c(oc4ccc(C)cc4c3=O)C(=O)N2c2nc(C)cs2)c1` (centres undefined)?
NPYLR7 agonist: 5; hcGAS lum: -6

Results for O=C(Nc1sc2c(c1C(=O)NCC1CCCO1)CCCC2)c1ccccc1[N+](=O)[O-] (centres undefined) ?
mcGAS inh: -6; NPYLR7 agonist: 2; hcGAS lum: 0

How did O=C1CN(c2ccc(C(=O)N3CCCN(c4ncccn4)CC3)cn2)CCN1 do in these assays?
NPYLR7 agonist: -1; hcGAS lum: -2

What do the screens show for `CCc1cc(NCCc2nncn2CC)nc(N2CCOCC2)n1`?
mcGAS inh: -8; NPYLR7 agonist: 0; hcGAS lum: -2

How did CCOc1ccccc1Oc1ccccc1C(=O)N(C)CC#N do in these assays?
NPYLR7 agonist: 5; hcGAS lum: -13

Bioassay records deposited in PubChem by Fisher Drug Discovery Resource Center.
